GASC1 inh: blocks human GASC-1 (KDM4C) demethylase activity. Q9H3R0. GST-KDM4C 2-372, H3K9me3 peptide, LANCE TR-FRET. AID 720574. hit rate 0.15% among 96,000. inhibition, % at 12.5 µM;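 active = mean replicate inhibition above about 25%, with at least 55% of replicates also reaching it, limit read from the data, passing the limit was not always enough; inconclusive = only one of those two conditions met; inactive = neither condition met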
Target sequence (Q9H3R0 2-372 limits assumed): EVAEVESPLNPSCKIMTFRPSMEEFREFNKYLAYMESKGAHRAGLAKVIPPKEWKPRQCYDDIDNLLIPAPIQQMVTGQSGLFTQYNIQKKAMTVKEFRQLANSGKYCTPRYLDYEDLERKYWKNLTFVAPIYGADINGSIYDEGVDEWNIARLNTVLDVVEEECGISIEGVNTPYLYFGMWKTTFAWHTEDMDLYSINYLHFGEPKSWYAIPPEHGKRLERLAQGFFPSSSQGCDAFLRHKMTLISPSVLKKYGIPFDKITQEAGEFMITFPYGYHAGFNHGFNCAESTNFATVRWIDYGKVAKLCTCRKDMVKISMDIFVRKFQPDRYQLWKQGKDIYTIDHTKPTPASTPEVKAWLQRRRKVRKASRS
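System: N-terminal GST-fused human GASC-1 (KDM4C) fragment, residues 2-372; amount: enzyme final amount 10 nM; incubation: reaction 30 min RT, detection step 1 h RT; medium: HEPES buffer, pH 7.5, plus ascorbate; technique: LANCE TR-FRET, Eu antibody, ULight-streptavidin, EDTA, ex 340 nm, em 618/671 nm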
T cruzi growth: blocks T. cruzi growth in NIH3T3 culture | T. cruzi beta-gal in NIH3T3, GalScreen luminescence, 90 h | inhibition, % at 8.34 µM | hit rate 5.9% among 77,000 | AID 624255;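 active = mean inhibition above about 93%, with at least 55% of replicates each passing it, limit read from the data, passing the limit was not always enough; inconclusive = only one of those two conditions holds; inactive = neither condition holds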
C diff growth: C. difficile growth inhibition. Clostridium difficile clinical isolate growth, OD600, 24 h; active compounds read low. growth activity, negative = inhibition, % at 16 µg/mL (by protocol). hit rate 0.25% among 86,000. AID 1259249;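 active = mean growth activity at or below -80% and every replicate also at or below -80%; inconclusive = mean at or below -80% but some replicate above -80%; inactive = mean growth activity above -80%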;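 note: 0% = DMSO wells and -100% = levofloxacin 16 µg/mL wells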
Pf Dd2 growth: P. falciparum Dd2 growth inhibition; activity change, % at 10 µM; hit rate 2.3% among 94,000; SYBR Green, 72 h; active compounds read low; AID 1159554; in the data active = activity change below about -80%; inconclusive = no clear call, values can overlap the other calls
* marks the source's active call; other numbers are inactive results; ? = inconclusive; · = no result given; & = joins results of further samples. Random draw from the library; overall some 7.2% were active at least once.

SMILES | GASC1 inh | T cruzi growth | C diff growth | Pf Dd2 growth
CC(C)NC(=O)N(C)C[C@H]1OCCCC[C@@H](C)Oc2ccc(NC(=O)CCCN(C)C)cc2C(=O)N([C@@H](C)CO)C[C@H]1C | 1.9 | 21 | -4 | 45
C[C@@H]1CN([C@@H](C)CO)C(=O)c2cc(NS(=O)(=O)c3cn(C)cn3)ccc2O[C@@H](C)CCCCO[C@@H]1CN(C)C(=O)Cc1ccccc1 | -0.1 | 5 | 1 | -36
COC(=O)C[C@H]1CC[C@H]2[C@@H](COc3ccc(NC(=O)Nc4cccc(C#N)c4)cc3C(=O)N2C)O1 | 1.2 | · | 8 | 13
CCC(=O)N(C)C[C@H]1Oc2ncc(-c3ccccc3C)cc2C(=O)N([C@@H](C)CO)C[C@H]1C | -6.1 | 24 | 0 | 37
C[C@@H]1CCCCO[C@H](CN(C)CC2CC2)[C@H](C)CN([C@@H](C)CO)C(=O)c2cc(NS(=O)(=O)c3ccc(Cl)cc3)ccc2O1 | 0.0 | 72 | -2 | -76
CCC(=O)Nc1ccc2c(c1)C(=O)N(C)C[C@H](OC)[C@@H](C)CN(Cc1ccccn1)[C@H](C)CO2 | 0.4 | -23 | · | 18
CCCNC(=O)N1[C@H](CO)[C@H]2c3ccccc3N(C(=O)Nc3cccc(F)c3)C[C@H]21 | -2.3 | -39 | 12 | -1
Cc1noc(C)c1S(=O)(=O)N(C)C[C@H]1Oc2ccc(NS(=O)(=O)c3ccc(F)cc3)cc2CC(=O)N([C@@H](C)CO)C[C@@H]1C | -2.9 | 5 | -7 | -20
COc1ccc(S(=O)(=O)N2CC[C@@H]3[C@H]2c2cc(-c4ccc(F)cc4)ccc2N(C)[C@H]3CO)cc1 | -8.0 | 41 | 17 | 16
O=C(C[C@H]1CC[C@@H](NC(=O)Nc2ccc3c(c2)OCO3)[C@H](CO)O1)NCc1ccccc1 | -0.4 | -16 | 3 | 14
C[C@@H]1CN([C@@H](C)CO)S(=O)(=O)c2ccc(C3=CCCCC3)cc2O[C@H]1CN(C)S(=O)(=O)c1ccc(F)cc1 | 0.7 | 121* | 7 | -78
Cc1noc(C)c1NC(=O)Nc1ccc2c(c1)CC(=O)N([C@@H](C)CO)C[C@H](C)[C@@H](CN(C)C(=O)Nc1ccc3c(c1)OCO3)O2 | 1.0 | -15 | 5 | 18
C[C@H]1CN([C@@H](C)CO)C(=O)c2cc(-c3cccc(C#N)c3)cnc2O[C@@H]1CN(C)Cc1cccnc1 | -3.4 | · | · | -70
CO[C@H]1CN(C)C(=O)c2ccc(NC(=O)C3CC3)cc2OC[C@H](C)N(Cc2cccc(F)c2)C[C@H]1C | -0.3 | 39 | -1 | -33
C[C@@H]1CCCCO[C@H](CN(C)C(=O)Nc2ccc(F)cc2)[C@@H](C)CN([C@H](C)CO)C(=O)c2cc(NC(=O)Cc3ccccc3)ccc2O1 | -1.4 | 55 | 1 | -1
C[C@@H]1CN([C@@H](C)CO)C(=O)c2c(c3ccccc3n2C)-c2ccccc2CO[C@H]1CN(C)S(=O)(=O)c1ccc(F)cc1 | 1.1 | 70 | · | -54
CCS(=O)(=O)N1CC(=O)N2[C@@H](CO)[C@H](c3ccc(-c4cccc(F)c4)cc3)[C@@H]2C1 | 0.1 | · | 17 | -6
C[C@@H]1CN([C@@H](C)CO)C(=O)CCCn2nncc2CO[C@H]1CN(C)C(=O)c1ccc2ccn(C)c2c1 | -2.3 | -3&-24 | -1 | 4&0
O=C(c1ccccc1F)N1CC[C@H]2[C@H](CO)Nc3ccc(C#Cc4ccccc4)cc3[C@H]21 | -1.4 | 108* | 8 | -39
Cc1ccccc1S(=O)(=O)N1CCCCN2[C@H](CO)[C@@H](c3ccc(-c4ccccc4)cc3)[C@H]2C1 | · | 93 | 23 | -30
Cc1ccccc1-c1ccc(C2[C@@H]3CN(C(=O)Cc4ccccc4)C[C@H]2N3)cc1 (some centres undefined) | -1.0&1.7 | · | 61&23 | -50&31
CO[C@H]1CN(C)C(=O)c2cc(NS(=O)(=O)c3ccccc3)ccc2OC[C@H](C)NC[C@@H]1C | 1.4 | · | · | 6
CC(C)NC(=O)Nc1ccc2c(c1)C(=O)N([C@H](C)CO)C[C@@H](C)[C@@H](CN(C)S(=O)(=O)c1ccccc1)OCCCC[C@H](C)O2 | 0.6 | 94 | -6 | -9
CCCNC(=O)N1CC2(C1)[C@@H](c1ccccc1)[C@@H](CO)N2Cc1cccc(Cl)c1 | -0.1 | · | 9 | -44
CNC[C@H]1Oc2ncc(/C=C/c3ccccc3)cc2C(=O)N([C@@H](C)CO)C[C@H]1C | -1.3 | 92 | · | -33
SMILES | GASC1 inh | T cruzi growth | C diff growth | Pf Dd2 growth
C[C@@H]1CN([C@@H](C)CO)S(=O)(=O)c2ccc(C#CCC3CCCC3)cc2O[C@@H]1CN(C)C | 1.7 | 2 | 17 | -15
O=C(Nc1ccc(F)cc1)N[C@@H]1C[C@@H]2O[C@H](CO)CC[C@@H]2O[C@@H]1CCc1ccc(C2=CCCC2)cc1 | · | · | -6 | -42
CCC(=O)Nc1ccc2c(c1)C(=O)N(C)C[C@H](OC)[C@@H](C)CN(CC1CCOCC1)[C@@H](C)CO2 | -1.2 | 25 | -3 | 10
CCC(=O)N1CC2(C1)CN(Cc1cccc(F)c1)[C@@H](CO)c1c2c2ccc(OC)cc2n1C | -1.2 | · | -1 | -37
CCCC(=O)Nc1ccc2c(c1)C(=O)N(C)[C@@H]1CC[C@@H](CC(=O)NCCCN(C)C)O[C@@H]1CO2 | 3.0 | -97 | -2 | 9
O=C(C[C@@H]1CC[C@H]2[C@@H](COC[C@H](O)CN2CCC(F)(F)F)O1)NCc1ccc(Oc2ccccc2)cc1 | 0.1 | 53 | 76&-19 | ·
COc1ccc(NC(=O)N(C)C[C@H]2OCCCC[C@@H](C)Oc3ccc(NC(=O)CCC(F)(F)F)cc3C(=O)N([C@H](C)CO)C[C@H]2C)cc1 | 0.6 | 83 | -1 | -51
O=C(c1ccccn1)N1C[C@H]2[C@@H](c3ccccc31)[C@@H](CO)N2C(=O)C1CCCC1 | 7.8 | 15 | -4 | 18
CCCC(=O)N1CC2(C1)CN(Cc1cccnc1)[C@@H](CO)c1[nH]c3cc(OC)ccc3c12 | 0.1 | · | -1 | -4
C[C@@H]1CCCCO[C@H](CN(C)CC2CCCCC2)[C@@H](C)CN([C@H](C)CO)C(=O)c2cc(NS(C)(=O)=O)ccc2O1 | -0.4 | -15 | 4 | ·
C[C@H](CO)N1C[C@H](C)[C@@H](CN(C)Cc2ccc(C(=O)O)cc2)Oc2c(NC(=O)c3cnccn3)cccc2C1=O | -0.7 | 8 | -4 | 7
Cc1noc(C)c1NC(=O)N(C)C[C@@H]1OCCCC[C@@H](C)Oc2ccc(N(C)C)cc2C(=O)N([C@H](C)CO)C[C@H]1C | 15 | 48 | 2 | -4
C[C@H]1CN([C@@H](C)CO)S(=O)(=O)c2ccc(C#Cc3ccccc3)cc2O[C@@H]1CN(C)C(=O)C1CC1 | 7.2 | 94 | -4 | -86*
Cc1noc(C)c1S(=O)(=O)Nc1ccc2c(c1)C(=O)N([C@H](C)CO)C[C@@H](C)[C@@H](CN(C)C(=O)Nc1ccccc1)OCCCC[C@@H](C)O2 | -1.0 | 12 | 7 | -84*
Cc1ccc(S(=O)(=O)Nc2ccc3c(c2)CC(=O)N([C@@H](C)CO)C[C@H](C)[C@H](CN(C)Cc2ccc(C(F)(F)F)cc2)O3)cc1 | 4.1 | 47 | · | 5
C[C@@H]1CN([C@H](C)CO)C(=O)Cc2cc(NS(=O)(=O)c3ccc(F)cc3)ccc2O[C@@H]1CN(C)Cc1ccc(C(F)(F)F)cc1 | 0.3 | 78 | 17 | 13
O=C(C[C@H]1C=C[C@H](NC(=O)Nc2ccc(F)cc2)[C@H](CO)O1)NCc1cccc(F)c1 | 0.2 | · | -2 | ·
COc1ccc(NC(=O)Nc2cccc3c2O[C@@H](CN(C)S(=O)(=O)c2ccccc2)[C@@H](C)CN([C@@H](C)CO)C3=O)cc1 | -2.2 | 13 | 6 | 2
O=C(NCc1ccncn1)[C@@H]1[C@@H](CO)[C@@H]2Cn3c(ccc(-c4ccncc4)c3=O)[C@@H]2N1CC1CC1 | 1.2 | 82 | -3 | -5
N#C[C@@H]1[C@@H](c2ccc(-c3cccc(F)c3)cc2)[C@H](CO)N1c1nc(-c2ccccc2)cs1 | -1.9 | · | 11 | -12
C[C@H]1CN([C@@H](C)CO)S(=O)(=O)c2ccc(/C=C/c3ccccc3)cc2O[C@@H]1CN(C)Cc1ccccc1 | -0.5 | 95 | 4 | 5
CC(C)C#Cc1ccc([C@@H]2[C@@H](CO)N(C(=O)c3ccccn3)[C@H]2C#N)cc1 | -4.7 | 92 | -1 | -26
O=C(CN1CCOCC1)N1CC[C@@H]2[C@@H](CO)Nc3ccc(-c4ccccc4F)cc3[C@@H]21 | -0.5 | 50 | -6 | -4
CCC(=O)N1C[C@H]2[C@@H](c3ccccc31)[C@H](CO)N2C(=O)Nc1ccccc1 | 4.5 | -13 | 0 | -4
C[C@@H]1CCCCO[C@@H](CN(C)CC2CCCCC2)[C@@H](C)CN([C@@H](C)CO)C(=O)c2cc(N(C)C)ccc2O1 | -0.3 | 67 | 6 | -7
SMILES | GASC1 inh | T cruzi growth | C diff growth | Pf Dd2 growth
C[C@H](CO)N1C[C@H](C)[C@@H](CN(C)C(=O)Nc2ccc(C(F)(F)F)cc2)Oc2ccc(NS(=O)(=O)c3cn(C)cn3)cc2CC1=O | 0.0 | 10 | 17 | 6
C[C@@H]1CCCCO[C@H](CN(C)S(=O)(=O)c2cccs2)[C@H](C)CN([C@H](C)CO)C(=O)c2cc(NC(=O)Nc3ccc(F)cc3)ccc2O1 | -4.1 | ? | -7 | -85*
CCC(=O)Nc1ccc2c(c1)OC[C@H](C)N(C(=O)c1ccc(F)cc1)C[C@H](C)[C@H](OC)CN(C)C2=O | ? | 66 | · | -27
C[C@@H]1CN([C@@H](C)CO)C(=O)c2c(c3ccccc3n2C)-c2ccccc2CO[C@H]1CN(C)CC1CC1 | -0.3 | 81 | · | -62
O=C(C[C@@H]1CC[C@@H]2[C@H](COC[C@@H](O)CN2C(=O)c2ccccc2F)O1)NCc1ccc(F)cc1 | 1.1 | 35 | · | -1
COc1ccc2c3c(n(C)c2c1)[C@H](CO)N(Cc1cc(F)ccc1F)CC31CCN(C(C)=O)CC1 | 0.0 | · | -1 | -64
O=C(C[C@@H]1C=C[C@@H](NC(=O)C2CCOCC2)[C@@H](CO)O1)NCc1ccccc1Cl | -0.9 | · | -2 | 48
Cc1ccc(S(=O)(=O)Nc2ccc3c(c2)C(=O)N([C@@H](C)CO)C[C@@H](C)[C@@H](CN(C)C(=O)NC(C)C)O3)cc1 | 0.2 | -10 | 0 | -30
C[C@@H]1CN([C@H](C)CO)C(=O)c2cccc(NS(=O)(=O)c3ccc(F)cc3)c2O[C@H]1CN(C)S(=O)(=O)c1ccc(Cl)cc1 | -0.6 | 39 | -6 | 7
COc1ccc(NC(=O)Nc2ccc3c(c2)C(=O)N([C@@H](C)CO)C[C@H](C)[C@@H](CN(C)Cc2ccc(Oc4ccccc4)cc2)O3)cc1 | 2.4 | 5 | -6 | 4
COCC(=O)N(C)C[C@H]1Oc2cc(C#Cc3ccccc3)ccc2S(=O)(=O)N([C@@H](C)CO)C[C@H]1C | -1.0 | -13 | -5 | -48
O=C(CN1CCOCC1)N[C@H]1CC[C@@H](CCNC(=O)C2CCC2)O[C@@H]1CO | 6.1 | 24 | · | -13
C[C@H]1CN([C@@H](C)CO)C(=O)c2cccc(NC(=O)Nc3cccc4ccccc34)c2O[C@H]1CN(C)C(=O)Nc1ccc(C(F)(F)F)cc1 | -3.8 | · | 94 | -50

Assay outcomes deposited in PubChem BioAssay by Broad Institute.
